# Insulin prom up: insulin promoter activators in MIN6 cells, imaging, high-content screening, mouse beta cells; MIN6 insulin promoter-GFP reporter; stronger effect = higher value; AID 1625, 2009; z-score at 5 µM; hit rate 0.3% among 190,000;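 active means z-score above 3 at 5 µM with at least 500 cells counted in the well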
# MT stabilizer: microtubule stabilizers in HeLa cells, primary screen, imaging, high-content imaging | HeLa tubulin immunostaining HCS, 24 h; share of cells brighter than vehicle mean+2SD | % tubulin-high responders, % at 10 µM | hit rate 0.83% among 200,000;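 active means plate Z-score above 3 for both tubulin-high and condensed-nucleus cell shares, with cell loss under 80%, at 10 µM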;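 further: anti alpha tubulin signal scored within the nucleus-defined area of each cell; some results filed as inactive read as strong as hits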
# Myeloid diff MLP: induction of myeloid progenitor differentiation, primary screen, cell-based, flow cytometry, MLPCN library. AID 624256, 2012. hit rate 1% among 360,000. ER-HoxA9 myeloid progenitors, lysozyme-GFP differentiation. calls only at 10 µM;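 active means normalized GFP-positive differentiation at or above the plate's own cutoff, the solvent-only control mean plus 3 SD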;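 further: cells exposed to compound for four days before flow analysis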
# Dynein transport: inhibitors of GR-EGFP nuclear translocation, primary screen, dynein cargo transport inhibitor project, imaging, high-content, 3617.4 mouse cells; test concentration mostly 20 µM; stimulated with dexamethasone, 1 µM; stronger effect = lower value; z-score, hits read low; hit rate 0.47% among 220,000; AID 1381, 2008;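 active means plate z-score of nuclear minus cytoplasmic receptor signal below a set negative limit, without overly bright fluorescence or cell loss, cut at about -3.5 in these data, passing the limit was not always enough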;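 further: z-score of nuclear minus cytoplasmic ring GR-EGFP intensity difference per well; some compounds called inactive have numbers as strong as hits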
#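 Medium: Induction medium lacking tetracycline, stripped serum | Probe or stimulus: 1.0 µM final dexamethasone stimulus | Schedule: 48 h induction, then 1 h compound, then 30 min agonist, 37 °C | Signal: Automated 10x imaging of fixed Hoechst-stained cells | Evaluation: Per-cell GR-EGFP intensity, nucleus versus surrounding cytoplasmic ring, well-averaged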
# PMI inhibitors: inhibitors of human PMI, primary screen, biochemical, fluorescence intensity, coupled assay (AID 1209); Mannose-6-phosphate isomerase (Homo sapiens); purified PMI enzyme, coupled fluorescence intensity; higher % means a stronger effect; inhibition, % at 20 µM, or IC50 in µM where a hit was titrated; hit rate 0.42% among 190,000; in the data active means inhibition above about 50%;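 further: plate controls were DMSO vehicle for no effect and wells lacking substrate for full effect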
# Hep lipid drop: inhibitors of hepatocyte lipid droplet formation, primary screen, imaging, high-throughput imaging, BODIPY stain | hit rate 0.4% among 240,000 | AID 1656, 2009 | inhibition, % at 6.5 µM | AML12 mouse hepatocytes, oleate lipid droplets;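 active means lipid droplet intensity inhibited by at least 50%, with more than 500 cells counted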
#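 Material – mouse AML12 hepatocyte cell line, fixed after treatment · Compound dosing – one dose, 6.5 µM compound · Times – compound with oleate, overnight · Measured by – Image-based BODIPY and DAPI two-channel analysis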
# bCat nuc transl: modulators of beta-catenin nuclear translocation, primary screen, imaging, HeLa cells, immunofluorescence, high-content | nuclear translocation activity, % at 5 µM | hit rate 0.3% among 190,000 | AID 1665, 2009;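 active means nuclear translocation activity above 50% at 5 µM, with a well cell count of 50 or more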;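 further: per-cell ratio of nuclear to cytoplasmic median beta-catenin stain intensity; plate controls were DMSO negative control for no effect and GSK-3 inhibitor IX positive control for full effect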
#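 Test system: human HeLa cell line; Doses: 5 µM primary, 0.02–20 µM confirmation; Incubation: 24 h compound exposure, 37°C; Detection: beta-catenin immunofluorescence imaging with DAPI; Read-out: beta-catenin nuclear/cytoplasmic ratio, % activation.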
# T cell HTS: modulators of CD8 T cell-vesicle binding, primary screen, mouse 2C CD8+ T cells, flow cytometry; hit rate 0.068% among 330,000; 2C CD8+ T cell-vesicle binding; stronger effect = lower value; AID 2052, 2009; calls only at 7 µM;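 active means response, share of CD8 T cells binding vesicles, and their 90th percentile fluorescence all below set limits, cut at about 80% in these data, passing the limit was not always enough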
#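 Material: murine 2C transgenic CD8+ T lymphocytes / Also added: QL9-peptide-loaded Drosophila micro-vesicles bearing Ld, ICAM-1 and B7-1 / Schedule: binding step 1.5 h, 37 °C, antibody labelling 20 min, ice / Signal: flow cytometry, PE anti-B7-1 (FL2) versus Alexa647 anti-CD8 (FL8), PFA-fixed / Evaluation: percent CD8+ FL2 mean versus row control / Benchmarks: naked versus QL9-loaded vesicles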
# TNAP activation fold: human TNAP enzyme activators, primary screen, biochemical, luminescent, no phosphate acceptor, uHTS (AID 1001); Alkaline phosphatase, tissue-nonspecific isozyme (Homo sapiens); purified TNAP, luminescent activation assay, no phosphate acceptor; higher activation fold means a stronger effect; activation fold at 20 µM, or EC50 in µM where a hit was titrated; hit rate 0.03% among 200,000; in the data active means activation fold from about 3, or a potency from the dose series; inactive means the rest, 99 in 100 with activation fold below about 1.6; further: many of its hits are not listed in these tables
# Dynein transport cytoplasmic EGFP: further read-out of Dynein transport, marked with its call; z-score; measured here: cytoplasmic GR-EGFP intensity; stronger effect = higher value
# Dynein transport nuclear GR-EGFP: recorded beside Dynein transport, whose call it bears; z-score; measured here: nuclear GR-EGFP intensity;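 lower value marks the stronger effect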
# Dynein transport cell count: also measured in Dynein transport; calls as there; z-score; measured here: cell count per field
# Insulin prom up cell count: recorded beside Insulin prom up, whose call it bears; cell count; measured here: cytotoxicity, nuclei count;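 total cells summed across four imaged fields per well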
# Hep lipid drop cells 6.5 µM: also measured in Hep lipid drop; calls as there; cell count; measured here: cell count, cytotoxicity flag;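 cells counted across two imaged fields per well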
# bCat nuc transl cell count 5 µM: recorded beside bCat nuc transl, whose call it bears; cell count; measured here: cell count, cytotoxicity flag
# T cell HTS vesicle-bound %: further read-out of T cell HTS, marked with its call; double positive events, %; measured here: CD8+ vesicle-bound cell fraction;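 binding gate set so that unloaded-vesicle control wells show 10% double positive cells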
# MT stabilizer Hoechst-high %: further read-out of MT stabilizer, marked with its call; % Hoechst-high responders; measured here: nuclear condensation Hoechst responders;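 share of cells brighter than vehicle mean plus two SD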
# MT stabilizer cytotoxicity %: second read-out of MT stabilizer, no call of its own (marks repeat the call); toxicity, %; measured here: cytotoxicity by cell density;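 0% = mean cell density of plate MIN control wells and 100% = no cells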
# Myeloid diff MLP GFP+ MAC1+ %: also measured in Myeloid diff MLP; calls as there; GFP+ MAC1+ double positive, %; measured here: differentiation confirmed by MAC1 staining
# Active calls of the source: *; i = inactive; . = not tested or not shown; + = active, no number.
SMILES,Insulin prom up,Insulin prom up cell count,MT stabilizer,MT stabilizer Hoechst-high %,MT stabilizer cytotoxicity %,Myeloid diff MLP,Myeloid diff MLP GFP+ MAC1+ %,Dynein transport,Dynein transport cytoplasmic EGFP,Dynein transport nuclear GR-EGFP,Dynein transport cell count,PMI inhibitors,Hep lipid drop,Hep lipid drop cells 6.5 µM,bCat nuc transl,bCat nuc transl cell count 5 µM,T cell HTS,T cell HTS vesicle-bound %,TNAP activation fold
O=C(CSc1ncccc1C(=O)O)c1ccc2ccccc2c1,0.39,1522,2.5,2.0,8.9,i,8.0,1,-0.2,1.6,-1.4,-18%,.,.,-1.2,1357,i,12,1.1
CN(C)c1ccc(/C=C/C(=O)c2cccnc2)cc1,0.37,1073,.,.,.,i,0.2,-1.7,0.22,-0.76,0.048,.,5,726,0.0,1275,i,55,.
Cc1ccc(NS(=O)(=O)c2cc([N+](=O)[O-])ccc2N/N=C/c2sc(N3CCOCC3)nc2-c2ccccc2)c(C)c1,.,.,.,.,.,+,0.9*,-1.8,6.1,0.53,-0.18,.,17,587,-0.2,1247,i,43,.
C=CCNc1nc(N)c(C(=O)c2ccc3c(c2)OCO3)s1,-0.3,1460,12,5.5,10.0,i,1.5,-0.73,-0.14,-0.0023,0.13,-11%,.,.,5.9,767,i,34,1.1
COc1ccc(CCNC(=O)c2cn3ccc(C)cc3n2)cc1OC,-0.34,1282,2.9,1.5,2.2,i,0.3,2.3,-0.011,1.3,-1,1%,0,711,-4.4,1141,i,35,1.2
CCOC(=O)c1ccc(NC(=O)C2CCCN(S(=O)(=O)c3ccc(F)cc3)C2)cc1 (stereo not drawn),-0.55,899,1.8,1.6,7.2,i,1.2,-0.84,-0.17,-0.38,0.67,10%,4,747,.,.,i,39,1
C=Cc1ccc(CSc2cc(C)nc3nc(C)nn23)cc1,0.04,1117,.,.,.,i,1.7,-0.23,-0.19,0.26,0.23,.,-6,731,1.8,1245,i,51,.
COc1cccc(NC(=O)CN2CCN(S(=O)(=O)c3ccc(F)cc3)CC2)c1,0.75,841,1.5,1.6,14,i,1.2,0.84,0.19,0.32,-1.8,6%,1,758,-1.8,1210,i,14,1.1
Oc1ccc(Br)cc1-c1cc(-c2ccccc2F)[nH]n1,-0.46,975,2.9,1.3,2.4,i,0.7,1.3,-0.094,1.5,-1.1,8%,12,789,28,1055,i,13,1.1
Cc1ccc(C(=O)NCC(=O)OC(C)C(=O)NCCC2=CCCCC2)cc1C (stereo not drawn),-0.39,1389,3.0,2.2,9.4,i,0.2,2,-0.22,0.94,-1.6,16%,-2,669,-0.6,1090,i,35,1

# 3 of the entries above in order of their number in T cell HTS vesicle-bound %, smallest number first:
Molecule | MT stabilizer Hoechst-high % | Myeloid diff MLP GFP+ MAC1+ % | Dynein transport | Dynein transport cytoplasmic EGFP | Dynein transport nuclear GR-EGFP | Dynein transport cell count | PMI inhibitors | T cell HTS | T cell HTS vesicle-bound % | TNAP activation fold
Oc1ccc(Br)cc1-c1cc(-c2ccccc2F)[nH]n1 | 1.3 | 0.7 | 1.3 | -0.094 | 1.5 | -1.1 | 8% | i | 13 | 1.1
Cc1ccc(C(=O)NCC(=O)OC(C)C(=O)NCCC2=CCCCC2)cc1C (stereo not drawn) | 2.2 | 0.2 | 2 | -0.22 | 0.94 | -1.6 | 16% | i | 35 | 1
C=Cc1ccc(CSc2cc(C)nc3nc(C)nn23)cc1 | . | 1.7 | -0.23 | -0.19 | 0.26 | 0.23 | . | i | 51 | .

# Further compounds.
SMILES,Insulin prom up,Insulin prom up cell count,MT stabilizer,MT stabilizer Hoechst-high %,MT stabilizer cytotoxicity %,Myeloid diff MLP,Myeloid diff MLP GFP+ MAC1+ %,Dynein transport,Dynein transport cytoplasmic EGFP,Dynein transport nuclear GR-EGFP,Dynein transport cell count,PMI inhibitors,Hep lipid drop,Hep lipid drop cells 6.5 µM,bCat nuc transl,bCat nuc transl cell count 5 µM,T cell HTS,T cell HTS vesicle-bound %,TNAP activation fold
NC(=O)c1ccccc1NC(=O)c1ccccc1S(=O)(=O)c1ccccc1[N+](=O)[O-],0.06,1478,3.6,2.4,0.4,i,0.5,1.1,-0.25,0.27,-0.79,3%,1,638,-2.9,1164,i,42,1.1
CCc1nc(C)cn1S(=O)(=O)c1cc(OC)c(C)cc1C,-4.3,698,5.6,1.7,1.6,i,2.0,-0.042,-0.21,0.15,-0.16,0%,.,.,0.7,1140,i,7,1.1
COc1ccc(OC)c(S(=O)(=O)N2CCC(C(=O)N(C)Cc3ccccc3)CC2)c1,-0.61,1006,.,.,.,i,0.6,1.1,-0.12,1.2,-0.56,.,-15,721,1.1,1313,i,55,.
CC(C)CCn1c(CN2CCN(c3cccc(Cl)c3)CC2)nc2c1c(=O)n(C)c(=O)n2C,0.99,520,.,.,.,+,14*,0.14,-0.67,0.48,-0.15,.,2,684,-1.2,1190,i,22,.
O=C(NCc1cccnc1)/C(=C\c1ccc(-c2ccc(Br)cc2)o1)S(=O)(=O)c1ccccc1,-1.6,659,47*,22*,69*,.,.,-4.6*,1.3*,-2.4*,-2.4*,8%,33,710,3.1,1028,i,48,1
Cc1ccc2c(c1)C(c1ccc([N+](=O)[O-])cc1)=NNC(c1ccc(Br)cc1)=N2,0.68,1478,3.9,2.6,7.5,i,0.8,-0.022,-0.23,0.083,-0.055,1%,6,691,0.6,1048,i,17,1.1
O=C(NCc1ccco1)c1ccc(Cl)nc1,0.52,1436,.,.,.,i,0.1,0.74,-0.25,0.064,-0.58,.,-5,701,1.1,1263,i,24,.
O=C(CCNC(=O)c1ccccc1)NCC1CCCCC1,1.2,1201,2.0,1.5,1.0,i,0.7,0.89,-0.19,0.45,-0.013,1%,2,721,-1.7,1057,i,51,1
O=C(NC1CCCCCC1)c1c2c(nc3ccccc13)CCN(Cc1ccccc1)C2,-0.6,1381,3.2,2.3,1.8,i,0.3,-0.25,-0.11,-0.23,0.3,4%,-5,616,-3.0,1012,i,6,1.1
CC(C)(C)c1cc(=O)[nH]c(SCc2ccccc2Cl)n1,-0.48,1299,3.1,1.7,9.7,i,0.0,1.7,-0.27,0.86,-1.7,6%,-2,722,0.3,1068,i,54,1.1
CCOC(=O)N/N=C/c1cn(Cc2ccc(F)cc2)c2ccccc12,-0.58,1059,.,.,.,i,0.3,-0.7,-0.16,0.071,1.6,.,14,633,1.2,1215,i,30,.
CCn1c(NCc2cccc(OC)c2OC)nc2ccccc21,.,.,2.8,1.6,3.5,i,0.7,-1.2,-0.22,-0.75,-0.21,5%,13,724,-0.2,1119,i,14,1.1
O=C(NC1CC1)C1=C[C@H](C2CCCCC2)C[C@H](OCCCCO)O1,-0.03,963,.,.,.,i,0.7,0.52,-0.75,0.4,-0.28,.,20,800,-1.1,1412,i,18,.
Cc1ccc(CNC(=O)C(Cc2ccccc2)NS(=O)(=O)c2ccc3c(c2)CCC(=O)N3)cc1 (stereo not drawn),-0.08,1036,4.9,3.9,7.8,i,1.7,-0.0089,-0.23,0.28,0.41,0%,.,.,-6.5,1087,i,34,1.2
COc1cccc(-c2nc(CS(=O)(=O)CC(=O)N3CCc4ccccc4C3)c(C)o2)c1,-1,2039,6.0,2.0,9.3,i,3.4,2.2,-0.15,1.1,-0.21,19%,-8,612,-1.1,1173,i,41,1.1
Cc1ccc(N2C(=O)CC(Sc3nc(-c4ccccc4)c4cc(Cl)ccc4n3)C2=O)c(C)c1 (stereo not drawn),0.27,1382,8.9,7.4,9.4,i,1.0,-1.1,-0.31,-0.79,0.96,18%,-6,637,0.5,1049,i,11,1.1
Cc1ccccc1CN(c1ccc(C(=O)Nc2ccccc2C(=O)NCc2ccco2)cc1)S(C)(=O)=O,0.51,771,1.5,0.8,4.7,i,16,0.9,0.016,1.2,-0.77,3%,-11,606,-3.7,1146,i,41,0.9
O=C1CC2(CON=C2c2ccc(F)cc2)C(=O)N1c1ccc(F)cc1 (stereo not drawn),-0.29,1245,3.8,3.6,7.7,i,0.9,-0.47,-0.33,-0.055,-0.027,2%,.,.,-4.8,1022,i,38,1.2
COc1ccc(-c2noc(CSc3nc4ccccc4c(=O)n3-c3ccccc3)n2)cc1,0.13,1219,3.0,1.5,3.4,i,0.7,-0.4,-0.25,-0.13,-0.22,17%,-7,771,.,.,i,26,1
COc1ccc(-n2nc3cc(C)c(N)c(Br)c3n2)cc1,0.18,1061,1.9,1.3,20,i,0.7,-1.2,-0.09,-0.48,0.81,.,-9,785,-3.3,1093,i,56,1.1
CN(C)C(=O)c1ccc(NC(=O)c2cc(-n3cnnc3)ccc2Cl)cc1,0.44,1319,5.4,2.1,4.1,i,1.9,-0.34,-0.33,-0.28,0.57,10%,-1,695,-0.7,868,i,22,1
Cc1ccc(OCCC(=O)OCC(=O)Nc2cc(S(=O)(=O)N(C)C)ccc2C)cc1,1.4,1198,1.8,2.0,4.6,+,5.8*,-0.84,-0.12,-0.79,0.14,4%,-10,651,-1.8,1091,i,1,1.1
